Screening data (PubChem BioAssay)
MITF primary: MITF inhibitors, primary screen, biochemical, AlphaScreen, human | AID 1259374, 2018 | actives 0.91% (n = 650,000) | Microphthalmia-associated transcription factor (Homo sapiens), O75030 | inhibition, % at 2.6 µM | AlphaScreen MITF homodimerization, bead proximity signal; in the data active means inhibition above about 50%;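 further: 0% = vehicle wells with protein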
TEAD-YAP inh: TEAD-YAP interaction inhibition, primary screen, TEAD-YAP interaction inhibitor project, luminescence, HEK-TIYL cells; inhibition, % at 9.12 µM; TEAD-Gal4/YAP UAS-luciferase luminescence; actives 1.4% (n = 640,000); in the data active means inhibition above about 32%;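 further: 0% = median of test compound wells and 100% = reference inhibitor wells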
GPR151 activ: activators of human GPR151, primary screen, cell-based, PathHunter beta-arrestin, luminescence. G-protein coupled receptor 151 (Homo sapiens), Q8TDV0. PathHunter beta-arrestin GPR151 cells. activation, % at 11.2 µM. actives 1% (n = 650,000). AID 1508602, 2020; in the data active means activation above about 4.9%;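 further: 0% = median of compound wells and 100% = cells with positive control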
Target sequence (Q8TDV0 whole entry, looked up): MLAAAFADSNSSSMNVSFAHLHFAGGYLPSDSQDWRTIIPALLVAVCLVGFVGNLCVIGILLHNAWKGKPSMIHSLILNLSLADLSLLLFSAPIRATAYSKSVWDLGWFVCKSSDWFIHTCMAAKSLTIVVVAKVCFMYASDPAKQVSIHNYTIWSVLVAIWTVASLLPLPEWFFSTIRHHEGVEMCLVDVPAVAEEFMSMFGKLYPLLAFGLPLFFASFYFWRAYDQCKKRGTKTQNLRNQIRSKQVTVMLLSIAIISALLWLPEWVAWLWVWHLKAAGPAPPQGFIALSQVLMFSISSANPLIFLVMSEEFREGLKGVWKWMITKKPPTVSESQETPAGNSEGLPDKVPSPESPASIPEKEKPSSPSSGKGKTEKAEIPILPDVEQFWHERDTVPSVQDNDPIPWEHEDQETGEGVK
FBW7 activator: FBW7 E3 ligase activators, primary screen, biochemical, AlphaScreen, human. AID 1259310, 2017. normalized activity (activation), % at 26.1 µM. actives 0.13% (n = 650,000). AlphaScreen FBW7–phospho-cyclin E peptide binding, activator screen; in the data active means normalized activity above about 1.9%;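 further: purified mutant Fbw7 with reduced substrate affinity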
Target sequence (Q969H0 whole entry, looked up): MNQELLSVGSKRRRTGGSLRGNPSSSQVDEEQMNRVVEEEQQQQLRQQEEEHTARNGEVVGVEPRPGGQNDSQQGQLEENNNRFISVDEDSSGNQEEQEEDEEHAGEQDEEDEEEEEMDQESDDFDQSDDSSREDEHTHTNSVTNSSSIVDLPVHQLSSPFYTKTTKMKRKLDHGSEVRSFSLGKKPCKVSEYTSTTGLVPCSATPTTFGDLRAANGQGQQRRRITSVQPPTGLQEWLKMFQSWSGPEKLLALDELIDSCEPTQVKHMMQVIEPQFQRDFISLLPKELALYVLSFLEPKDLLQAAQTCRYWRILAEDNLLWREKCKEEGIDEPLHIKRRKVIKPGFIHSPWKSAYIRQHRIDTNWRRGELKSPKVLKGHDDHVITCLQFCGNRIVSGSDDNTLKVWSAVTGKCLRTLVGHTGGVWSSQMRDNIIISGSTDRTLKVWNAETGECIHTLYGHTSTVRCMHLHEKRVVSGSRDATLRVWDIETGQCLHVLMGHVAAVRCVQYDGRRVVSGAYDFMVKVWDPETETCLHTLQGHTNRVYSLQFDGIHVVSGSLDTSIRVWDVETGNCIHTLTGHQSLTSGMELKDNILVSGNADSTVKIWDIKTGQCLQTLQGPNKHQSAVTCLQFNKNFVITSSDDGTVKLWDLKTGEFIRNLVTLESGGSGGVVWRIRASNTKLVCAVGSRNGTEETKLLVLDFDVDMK
The depositor's hits bear a star; & = joins results of further samples.

The line under a structure holds: MITF primary	TEAD-YAP inh	GPR151 activ	FBW7 activator
- CCOC(=O)C1=C(C)N(c2ccccc2)C(C)=C(C(=O)OCC)C1c1cccc([N+](=O)[O-])c1
 : 2	6	0.3	-0.1
- COc1ccc(CC(=O)Nc2nnc(C3CCCCC3)s2)cc1
 : 10	-3	-0.5	-0.1
- C=CCNC(=O)NC(=O)COC(=O)c1nc2nccc(C)n2n1
 : -8	-1	-0.2	0.1
- O=C1CCNc2ccc(Br)cc21
 : -8	3	0.6	0.0
- CCCCc1ccc(NS(=O)(=O)c2cccs2)cc1
 : -1	-9	0.8	-0.1
- COc1ccc(N(/C(N)=N/c2nc(C)cc(C)n2)S(=O)(=O)c2ccc(C)cc2)cc1
 : -9	4	2.0	0.1
- CC1=C/C(=N\S(=O)(=O)c2ccccc2)C=C(Br)C1=O
 : 24	-6	-0.8	0.6
- CCc1ccc(CNC(=O)CCS(=O)(=O)Cc2ccc(Cl)cc2)cc1
 : -7	2	0.5	0.0
- O=C(Nc1ccc2c3c(cccc13)CC2)c1cccc([N+](=O)[O-])c1
 : 9	-13	-0.9	-0.1
- Cc1ccc(CN2CCOc3ccc(CN4CCN(CCO)CC4)cc3C2)s1
 : -6	7	-1.4	0.1
- CC(C)C1=NN(C(=O)OC(C)(C)C)C(O)(C(F)(F)F)C1 (configuration not stated)
 : 17	-1	-0.9	0.1
- CC(C)N(Cc1cnn(C)c1)C(=O)CCc1nnc(CCCc2ccccc2)o1
 : 16	-45	-1.8	0.5
- O=C(CC1C(=O)NCCN1Cc1ccoc1)NCCC(c1ccccc1)c1ccccc1 (configuration not stated)
 : -3	-5	0.6	-0.3
- COc1ccccc1NC(=O)CCN1CCCC1
 : 8	9	0.4	0.8
- CCn1c2cc(C)oc2c2cnn(CC(=O)N(C)OC)c(=O)c21
 : -6	-26	1.6	0.0
- CCOc1ccccc1NC(=O)CCN1CCN(S(=O)(=O)c2cccc([N+](=O)[O-])c2)CC1
 : 1	-23	0.2	0.3
- CCc1ccc(-c2[nH]c(=S)[nH]c(=O)c2C#N)cc1
 : 15	1	0.5	0.1
- O=C(COc1cccc2ccc(N3CCN(C(=O)c4ccco4)CC3)nc12)Nc1ccc(Cl)cc1
 : 17	27	2.0	-0.2
- CCCCc1ccc(Nc2nc(N3CCOCC3)c3[nH]cnc3n2)cc1
 : 9	-24	0.9	0.1
- CCOC(=O)c1nn(CCO)c2c1CN(CC1CC1)CC2
 : -3	1	-0.7	-0.1
- COc1ccccc1N1CCN(C2CCCN(C(=O)c3cc(C)n(C)n3)C2)CC1 (configuration not stated)
 : 1	-4	2.1	0.0
- COc1ccc(-n2c3c(cc(C(=O)NCCCO)c2=O)C(=O)CC(C)(C)C3)cc1
 : 9	12	-0.1	0.0
- CN1CCC(N(C)CC(O)COc2ccccc2)CC1 (configuration not stated)
 : 44	-2	0.4	-0.2
- CN(Cc1nccs1)C(=O)CC1C(=O)NCCN1Cc1ccc(-c2ccccc2)cc1 (configuration not stated)
 : 14	12	-0.3	0.2
- O=C(CSc1ccc(C(F)(F)F)cc1[N+](=O)[O-])N1CCOCC1
 : -4	-8	0.1	0.0
- COc1cc(OC)cc(C(=O)Nc2c3c(nn2-c2cccc(C)c2C)CSC3)c1
 : 13	17	0.6	0.1
- COC(=O)COc1ccc(/C=C2/NC(=O)N(Cc3ccccc3F)C2=O)cc1
 : 7	0	0.0	0.0
- COc1ccc(CCNC(=O)c2cccc(-c3ccc(C(N)=O)cc3)c2)cc1
 : 2	1	0.1	-0.2
- CCC(C(=O)O)C(C)CC(=O)Nc1ccccc1Cl (configuration not stated)
 : -17	-7	1.5	-0.1
- O=C(Cc1ccccc1)OCc1cc([N+](=O)[O-])ccc1Cl
 : -2	1	0.7	-0.3
- N#C/C(=C\c1c[nH]c2ccccc12)C(=O)NC1CCS(=O)(=O)C1 (configuration not stated)
 : 17	-8	-2.1	0.1
- COc1ccc(OC)c(-c2nc(C(N)=O)c3[nH]c(=O)n(-c4cccc(C)c4)c3n2)c1
 : -4	16	-0.9	-0.1
- Cc1ccc(OCC(=O)Nc2ccc3nn(-c4ccc(Cl)cc4)nc3c2)cc1
 : -1	-2	-0.5	0.0
- COc1cc2c(cc1OC)n(CC(=O)NC(C)c1ccccc1)n1c(C)cc(=O)nc21 (configuration not stated)
 : 0	6	0.4	-0.1
- CCn1cc(C(=O)OC)c(=O)c2cc(S(=O)(=O)N(C)C3CCCCC3)ccc21
 : 10	3	0.0	0.2
- Cc1nc2ccccc2nc1CN1CCC(C2(C)NC(=O)N(Cc3ccsc3)C2=O)CC1 (configuration not stated)
 : -5	1	0.3	0.1
- COc1ccc(OCC(=O)NCCNC(=O)COc2ccc(OC)cc2)cc1
 : -2	12	4.3	0.1
- COc1ccc(CNC(=O)C/C(C)=N/NC(=O)C(c2ccccc2)c2ccccc2)cc1
 : 1	3	0.4	0.0
- CC(C)c1ccc(NC(=O)c2cc(S(=O)(=O)N(C)C3CCCCC3)ccc2F)cc1
 : 9	-1	0.4	-0.2
- CCN1C(=O)c2cccc3c(S(=O)(=O)NC(Cc4ccccc4)C(=O)O)ccc1c23 (configuration not stated)
 : -4	1	1.0	0.5
- COc1ccc(Oc2coc3cc(OC(=O)c4ccc(F)cc4)ccc3c2=O)cc1
 : -7	13	0.1	-0.1
- COC(=O)c1ccc(CSc2nc(-c3ccccc3)cc(=O)[nH]2)cc1
 : 0	-5	-1.1	0.5
- O=C(Nc1cccs1)N1CCn2cccc2C1c1ccc(Cl)cc1Cl (configuration not stated)
 : 7	-8	2.3	-0.1
- CSc1nc2cc(C(=O)N3CCC4(CC3)OCCO4)ccc2c(=O)n1Cc1ccc2c(c1)OCO2
 : 5	-5	1.2	0.0
- Cc1ccc(Cl)cc1NC(=O)C(=O)N/N=C/c1cccc(Cl)c1
 : 12	-1	-1.2	0.2
- CCn1c(SCC(=O)Nc2cc(C)ccc2F)nnc1-c1ccccc1O
 : -12	4	-0.4	0.1
- COc1ccc(CCNC(=O)NCCc2ccc3c(c2)CCCN3C)cc1
 : 11	16	-1.7	0.4
- CSc1nnc(CCCN)n1C1CCCC1
 : 16	1	1.0	0.3
- CCn1nnc2c(SCc3cccnc3)ncnc21
 : -5	-11	-0.9	-0.1
- Cc1cc(C)c2nc(N3CCCN(C(=O)c4cnccn4)CC3)c(C#N)cc2c1
 : 1	5	0.7	0.4
- COc1ccc(OCCCC(=O)Nc2ccccc2F)cc1
 : 12	-1	-1.5	0.2
- O=C(Nc1ccccc1C(F)(F)F)c1cc(S(=O)(=O)N2CCCCC2)ccc1F
 : 14	8	-1.0	0.3
- FC(F)(F)c1ccc(Cn2cnc3c(Nc4ccccc4)nc(Nc4ccc(-n5ccnc5)cc4)nc32)cc1
 : -17	-10	-0.5	0.1
- Cc1noc(C)c1CC(=O)N1CCC(CO)(Cc2ccccc2Cl)CC1
 : 2	0	0.5	0.0
- COc1ccc(-c2nnn(CC(=O)NC3CCS(=O)(=O)C3)n2)cc1OC (configuration not stated)
 : 12	28	-2.4	-0.2
- CC(=O)Nc1nc2ccc(OC(F)(F)F)cc2s1
 : -13	-53	-1.3	-0.2
- COc1ccccc1CNC(=O)Cc1cc(=O)[nH]c(=O)[nH]1
 : 15	-5	1.3	0.5
- Cc1ccc(CC(=O)Nc2cc(C)ccn2)cc1
 : 8	-6	-1.9	-0.1
- CC(=O)Nc1c(-c2ccccc2)nc2ccc(C)cn12
 : 5	0	0.0	-0.1
- Cn1ncc(C#N)c1NC(=O)c1nn2c(C(F)(F)F)cc(-c3ccccc3)nc2c1Cl
 : 12	2	0.6	0.1

Next section:
The line under a structure holds: MITF primary	TEAD-YAP inh	GPR151 activ	FBW7 activator
- COC(=O)CN1C(=O)S/C(=C/c2cc3c(cc2Cl)OCO3)C1=O
 : 1	10	2.9	-0.1
- CCC(C)(C)NC(=O)C1CCCN(c2nc(C)cc(C)n2)C1 (configuration not stated)
 : 5	-1	2.6	0.3
- O=C1C2C3C=CC(C3)C2C(=O)N1Cc1ccoc1 (configuration not stated)
 : 1	3	0.6	-0.1
- COc1ccc(C2NC(=O)NC(C)=C2[N+](=O)[O-])cc1 (configuration not stated)
 : 5	2	1.3	0.0
- CCCCC(=O)Nc1ccc(NC(=O)/C=C/c2ccccc2)cc1OC
 : -1	-18	1.2	-0.2
- O=C(CCCl)Nc1nc(-c2ccccc2)cs1
 : -2	6	1.7	-0.1
- CCOC(=O)C(=CNc1ccccc1N)C(=O)OCC
 : 10	-9	0.3	0.0
- Cc1ccc(CNC(=O)C2(c3ccc(Cl)cc3)CCC2)n1C
 : 3	6	3.8	0.0
- CCOc1ccc(-c2nc(COC(=O)c3nnn(-c4ccc(C)cc4)c3C)c(C)o2)cc1OC
 : -4	-8	2.1	-0.2
- CCOC(=O)CSc1nnnn1-c1cc(OC)ccc1OC
 : -4	8	-0.2	0.1
- O=C(Nc1ccsc1C(=O)O)c1cccc(C(F)(F)F)c1
 : 3	-35	-4.4	-0.1
- CCC(C)(C)n1nnnc1C(c1cccs1)N1CCC(O)CC1 (configuration not stated)
 : 2	6	0.8	-0.1
- Nc1ccc(C(=O)Oc2ccccc2)c(O)c1
 : 10&3	-12&-35	-1.0&-1.0	0.3&0.3
- O=C(NNC(=O)c1cc(Br)ccc1Cl)Nc1ccc2c(c1)OCO2
 : 15	0	-0.7	0.1
- Nc1ccccc1-c1nc2cc3ccccc3cc2[nH]c1=O
 : 16	-29	-1.2	0.1
- CC1CN=C(N(C(=O)Nc2ccc(Cl)c(Cl)c2)C2CCCCC2)S1 (configuration not stated)
 : 2	2	1.7	-0.2
- N#C/C(=C\c1ccc(Cl)c([N+](=O)[O-])c1)C(=O)NCc1ccco1
 : 14	-1	-1.7	0.9
- Cc1sc2ncn(CC(=O)Nc3nc4ccccc4s3)c(=O)c2c1C
 : -2	-19	1.8	0.0
- N#Cc1ccccc1COC(=O)c1cccc(S(=O)(=O)N2CCCCCC2)c1
 : 14	-8	-0.5	0.4
- NC(=O)C1CCCN(Cc2ccc3c(c2)CN(Cc2ccncc2)CCO3)C1 (configuration not stated)
 : -12	3	1.0	-0.1
- CCOc1cc(C(=O)NNC(=O)Nc2ccc(OC)cc2OC)cc(OCC)c1OCC
 : 11	13	1.6	0.8
- COc1ccccc1-n1c(C)nc2cc(C(=O)NCC(OC)OC)ccc21
 : -1	3	0.8	-0.2
- CCCCCC(=O)N1c2ccccc2NC2=C(C(=O)CC(c3ccco3)C2)C1c1cc(OC)c(OC)c(OC)c1 (configuration not stated)
 : 19	8	2.8	0.2
- CCOc1ccc(C2C(C#N)=C(N)N(c3sc4c(c3C#N)CCCCC4)C3=C2C(=O)CC(C)(C)C3)cc1 (configuration not stated)
 : 3	4	-1.0	0.1
- O=C(NCCO)/C(=C\c1ccc(Br)cc1)NC(=O)c1cccs1
 : 12	1	1.1	0.0
- O=C(c1nn2c(C(F)(F)F)cc(-c3ccccc3)nc2c1Br)N1CCCc2ccccc21
 : 5	-1	0.9	-0.4
- COc1ccc(Br)cc1C1CC(=O)NC2=C1C(=O)CCC2 (configuration not stated)
 : 10	47*	-1.0	-0.5
- COc1ccc(Oc2nc3ccccn3c(=O)c2/C=C(\C#N)C(=O)N2CCOCC2)cc1
 : 6	-13	-1.0	0.1
- COc1ccc(OC)c(NC(=S)NCC(c2cccnc2)N(C)C)c1 (configuration not stated)
 : 7	0	0.8	-0.2
- Cn1c(N)c(S(=O)(=O)N2CCN(c3ccccc3)CC2)c(=O)n(C)c1=O
 : 16	1	-3.5	0.6

Six compounds picked at random from those above, as already listed:
The line under a structure holds: MITF primary	TEAD-YAP inh	GPR151 activ	FBW7 activator
- O=C(c1nn2c(C(F)(F)F)cc(-c3ccccc3)nc2c1Br)N1CCCc2ccccc21
 : 5	-1	0.9	-0.4
- COc1ccccc1-n1c(C)nc2cc(C(=O)NCC(OC)OC)ccc21
 : -1	3	0.8	-0.2
- N#Cc1ccccc1COC(=O)c1cccc(S(=O)(=O)N2CCCCCC2)c1
 : 14	-8	-0.5	0.4
- N#C/C(=C\c1ccc(Cl)c([N+](=O)[O-])c1)C(=O)NCc1ccco1
 : 14	-1	-1.7	0.9
- COc1ccc(Br)cc1C1CC(=O)NC2=C1C(=O)CCC2 (configuration not stated)
 : 10	47*	-1.0	-0.5
- CC1CN=C(N(C(=O)Nc2ccc(Cl)c(Cl)c2)C2CCCCC2)S1 (configuration not stated)
 : 2	2	1.7	-0.2

Later entries:
The line under a structure holds: MITF primary	TEAD-YAP inh	GPR151 activ	FBW7 activator
- COc1cccc(Nc2nnc(SCC(=O)NN)s2)c1
 : 14	4	0.8	0.2
- COCCCC1CCN(Cc2nc(-c3ccccn3)no2)CC1
 : -3	-9	6.7*	0.1
- O=C1NC(=O)C(CCCc2ccccc2)(C2CCN(C(=O)Cc3cccs3)CC2)N1 (configuration not stated)
 : -18	6	0.0	0.4
- O=C(CSc1nnc(-c2ccc(Cl)cc2Cl)n1-c1ccccc1)c1ccc2c(c1)Cc1ccccc1-2
 : -10	-11	0.3	-0.1
- N#CC1(C#N)[C@H](c2ccccc2I)[C@@H](C(=O)c2ccccc2)N2c3ccc(Cl)cc3C=C[C@@H]21
 : 16	3	-1.3	0.2
- CCC(C)(C)n1nnnc1C(c1ccccc1Cl)N1CCC(C(N)=O)CC1 (configuration not stated)
 : 0	4	-1.1	0.1
- COc1ccc(OC)c(C(=O)COC(=O)/C=C/c2cc(OC)c(OC)c(OC)c2)c1
 : -2	-5	0.0	-0.1
- Cc1ccccc1NC(=O)c1sc2nc[nH]c(=O)c2c1C
 : -11	-4	0.4	-0.1

Rows were taken by chance. About 3.4% of those tested had a hit in this group.
